Source: PubChem
CAL PDZ FP-1 = inhibitors of human CAL PDZ peptide binding. Q9HD26. purified CAL PDZ, TMR-peptide fluorescence polarization, 1 h. inhibition, % at 24.9 µM. actives 0.92% (n = 300,000). AID 602252;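 active = mean inhibition of at least 30% with at least half of replicates also reaching 30%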;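 note: 0% = DMSO neutral control and 100% = excess unlabeled competitor peptide PRC23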
V-ATPase pH = alters yeast V-ATPase proton transport | S. cerevisiae, pHLuorin cytosolic pH fluorescence | response, % at 10 µM | actives 0.37% (n = 350,000) | AID 504577; in the data active = response mostly above about 7.3%, no sharp cut-off; inactive = mostly below about 5.4%; note: actives read high; inactives centre near 0; some compounds called inactive have numbers as strong as hits; reference of the scale not given here
Tat transport = blocks Tat-dependent protein export in E. coli | inhibition, % at 10 µM | AID 488895 | E. coli MC4100 TorA-mCherry Tat export, fluorescence | actives 0.036% (n = 340,000);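 active = mean replicate inhibition at least 50% and at least half of replicates individually reaching 50%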;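 note: exported cargo escapes ClpAP degradation while cytoplasmic cargo is degraded and loses fluorescence; 0% = median of neutral control wells and 100% = median of NaSCN control wells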
CAL PDZ FP-2 = blocks peptide binding to human CAL PDZ domain; inhibition, % at 20 µM; actives 0.02% (n = 330,000); AID 504414; purified CAL PDZ, TMR-peptide fluorescence polarization, 1 h; Q9HD26;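 active = highest replicate inhibition of at least 40%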;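 note: plate controls were DMSO neutral control wells for no effect and unlabeled competitor peptide control wells for full effect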
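material = purified tagged CAL PDZ domain construct (CerCALP) | compound dosing = 20 µM, one dose | times = 1 h at RT | measured by = fluorescence polarization from S- and P-plane intensities, G-factor corrected | read-out = inhibition from polarization loss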
dFosB act = enhances mouse delta FosB homodimer DNA binding; P13346; purified delta FosB, TAMRA-CDK5 oligo fluorescence polarization; percent of positive-control signal above neutral wells; activation, % at 25 µM; actives 0.99% (n = 340,000);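 active = mean activation above about 17%, with every replicate also reaching it, limit read from the data, passing the limit was not always enough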;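 note: fluorescence polarization rise as delta FosB binds a TAMRA Cdk5 AP-1 oligo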
Target sequence (P13346 whole entry, looked up): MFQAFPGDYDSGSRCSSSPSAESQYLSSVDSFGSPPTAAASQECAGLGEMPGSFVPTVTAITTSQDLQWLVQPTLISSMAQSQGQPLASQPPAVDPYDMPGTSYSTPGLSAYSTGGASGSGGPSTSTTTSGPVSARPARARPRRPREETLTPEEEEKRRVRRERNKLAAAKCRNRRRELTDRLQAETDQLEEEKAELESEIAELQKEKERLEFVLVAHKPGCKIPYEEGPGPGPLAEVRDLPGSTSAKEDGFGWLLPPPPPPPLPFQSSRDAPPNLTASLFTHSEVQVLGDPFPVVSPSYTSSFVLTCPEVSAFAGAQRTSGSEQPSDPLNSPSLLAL
CDK5 inh = inhibitors of human CDK5/p35 kinase; Q00535+Q15078; Recombinant CDK5/p35, ADP-Glo luminescence, 60 min; inhibition, % at 10 µM; actives 0.01% (n = 330,000); AID 488839;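 active = highest replicate inhibition of at least 50% and at least 75% of replicates reaching 50%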;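 note: plate controls were DMSO neutral control for no effect and GW8510 at 10 µM for full effect; many of its hits are not listed in these tables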
MITF act = MITF TRPM1 promoter activation in melanoma cells; SK-MEL-5 TRPM1-promoter luciferase, 24 h; % of positive control, neutral wells = 0; activation, % at 12.5 µM; actives 0.75% (n = 300,000); AID 588334;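 active = mean activation of at least 80% with every replicate also reaching 80%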;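 note: 0% = neutral control wells and 100% = parthenolide positive control wells; values of inactives mirror those of a sister screen read the other way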
RTF Ca sens act = increases calcium sensitivity of human cardiac regulated thin filaments. P19429+P45379. activation, % at 7.2 µM. actives 0.24% (n = 340,000). IANBD-labeled TnC RTF fluorescence at EC20 calcium; 0% EC20 calcium, 100% full calcium;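 active = activation above the mean over all tested compounds plus 3 SD, cut at about 30% in these data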;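 note: rise in fluorescence read as greater calcium sensitivity of cardiac thin filaments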
Rtt109 HAT inh = blocks Candida albicans Rtt109/Vps75 acetyltransferase activity | inhibition, % at 34.9 µM | AID 540336 | actives 0.16% (n = 330,000) | Q5AAJ8 | purified Rtt109/Vps75, ThioGlo CoA-SH fluorescence, 4 h;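 active = inhibition of at least 50% in every replicate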
Target sequence (Q5AAJ8 whole entry, looked up): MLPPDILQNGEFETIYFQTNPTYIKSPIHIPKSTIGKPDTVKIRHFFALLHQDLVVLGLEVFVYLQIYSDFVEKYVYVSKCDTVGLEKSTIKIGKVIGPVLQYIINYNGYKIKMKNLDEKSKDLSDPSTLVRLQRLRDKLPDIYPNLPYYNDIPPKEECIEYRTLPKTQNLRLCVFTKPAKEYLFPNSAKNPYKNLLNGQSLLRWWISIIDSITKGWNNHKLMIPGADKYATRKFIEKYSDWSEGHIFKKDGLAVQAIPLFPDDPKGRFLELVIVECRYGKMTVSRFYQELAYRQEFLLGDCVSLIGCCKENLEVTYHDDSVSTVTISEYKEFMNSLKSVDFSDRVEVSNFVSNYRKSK
Wnt bcat act = activates Wnt/beta-catenin signaling in a reporter cell assay; activator, plate reader; activation, % at 9.35 µM; actives 1.2% (n = 300,000); in the data active = activation above about 30%, passing the limit was not always enough;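 note: 0% = neutral control wells and 100% = positive control wells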
An asterisk follows results filed as active; x = not tested or not shown.

SMILES	CAL PDZ FP-1	V-ATPase pH	Tat transport	CAL PDZ FP-2	dFosB act	CDK5 inh	MITF act	RTF Ca sens act	Rtt109 HAT inh	Wnt bcat act
Cc1ccc2c(C)nc(N/C(N)=N/S(=O)(=O)c3ccccc3)nc2c1	0	-3	-1	-4.3	25*	-3.1	5	2	-6	0
O=C(COc1ccc(S(=O)(=O)Nc2ccccc2)cc1)NCc1ccccn1	-5	4	0	-3.9	-5	1.2	10	1	-11	-2
O=C(O)c1sccc1SCc1ccc(Cl)c(Cl)c1	-5	7	0	-2.6	-3	1.4	4	1	2	x
CC(=O)c1ccc(NC(=S)NCCc2ccc(S(N)(=O)=O)cc2)cc1	10	1	-8	-3.8	-10	-0.9	40	6	6	13
O=C(CCC(=O)c1cccs1)NCc1ccc(F)cc1	x	0	-14	-0.9	0	0.8	-4	-4	7	-5
O=C(COc1coc(CN2CCc3ccccc3C2)cc1=O)Nc1ccc(Cl)cc1	-1	1	-1	0.3	-5	0.1	-1	-4	-4	-3
CN1CCN(c2ccc(S(=O)(=O)N3CCOCC3)cc2)CC1	1	1	-6	-1.9	1	0.3	-1	-5	-5	-3
COCc1nnc(NC(=O)c2cccc(NC(=O)c3ccccc3)c2)s1	-3	-2	0	-2.0	-10	1.5	1	-3	12	1
NS(=O)(=O)c1ccc(Nc2nc(-c3ccc(O)cc3O)cs2)cc1	-4	0	-2	-1.0	-9	16	0	-12	22	x
CCOC(=O)N1CCN(C(=O)CN(c2cc(Cl)ccc2OC)S(=O)(=O)c2ccccc2)CC1	-3	-1	6	-1.3	-4	2.3	3	1	-21	-5
Cc1onc(-c2ccccc2)c1C(N)=O	-2	2	3	-0.4	7	-0.9	5	-5	-12	x
CSCCC(NC(=O)c1ccc(Cl)cc1Cl)C(=O)N(C)Cc1nc2ccccc2c(=O)[nH]1 (stereo unspecified)	x	-6	1	0.1	-2	-1.1	-4	-9	13	-6
CCNC(=S)N(CCc1c(C)[nH]c2ccccc12)Cc1cc(OC)c(OC)c(OC)c1	x	-2	3	-0.7	-7	-3.4	x	0	-2	1
CS(=O)(=O)c1ccc(Cl)c(NC(=O)CSc2nc3ccccc3c(=O)n2Cc2ccco2)c1	-7	1	4	-0.9	-7	-1.6	-25	5	7	-6
Cc1cc(-c2n[nH]c(=S)n2/N=C/c2c[nH]c3ccccc23)n[nH]1	-6	-1	1	-0.3	-3	5.0	-11	3	5	-4
CC(C)(C)N(Cc1ccccc1)C(=O)CN1C(=O)c2ccccc2C1=O	-3	-1	-8	-1.1	-3	-0.5	24	-5	-4	13
CCN1C(=O)C(CC(=O)Nc2ccccc2)S/C1=N\c1ccccn1 (stereo unspecified)	2	2	-1	-1.9	-9	-2.5	2	12	-6	-1
CC(=O)/C(=N\Nc1ccc(C)cc1)N1CCOCC1	-2	-1	-4	x	4	-0.3	0	4	12	x
Cc1cc(Cl)ccc1NC(=O)COC(=O)c1cc([N+](=O)[O-])ccc1N1CCOCC1	-4	1	3	-3.2	-5	0.5	5	-6	15	-7
COc1ccc(Cl)cc1S(=O)(=O)NCCCn1ccnc1	-1	0	-1	-0.4	0	1.4	-5	3	13	0
COc1ccc(NC(=O)C(=O)Nc2cccc3cccnc23)c(OC)c1	-1	-7	3	-1.3	-4	3.8	26	1	3	0
COc1ccccc1-n1nnnc1SCC(=O)N1CCCC1=O	1	-1	-5	-1.8	4	0.5	3	-7	2	3
COc1ccc(NC(=O)CN2CCN(CC(=O)Nc3cc(OC)cc(OC)c3)CC2)cc1	x	1	4	0.3	-5	-0.4	x	-3	9	-2
COc1ccc(NC(=O)C(CCS(C)(=O)=O)N2C(=O)c3ccccc3C2=O)cc1 (stereo unspecified)	-1	-6	-4	-1.6	1	-0.5	x	0	-24	x
CCOc1ccccc1NC(=O)c1cc(-c2ccccn2)nc2ccccc12	1	1	4	-0.3	-11	-0.9	-4	1	-1	1
SMILES	CAL PDZ FP-1	V-ATPase pH	Tat transport	CAL PDZ FP-2	dFosB act	CDK5 inh	MITF act	RTF Ca sens act	Rtt109 HAT inh	Wnt bcat act
Oc1cccc2ccc(/C=C/c3cccs3)nc12	x	2	-2	-1.1	0	-2.6	4	-8	9	x
CCN(CC)C(=O)CSc1nc2cc3c(cc2c(=O)n1Cc1ccco1)OCO3	-2	1	-6	-0.8	-22	-4.9	3	0	-3	1
COc1cc(NC(=O)c2cc(Cl)nnc2Cl)cc(OC)c1OC	-1	-2	-4	-3.2	-8	-2.0	3	-2	-2	3
CC(=O)Nc1ccc(OC(=O)c2cc3ccccc3oc2=O)cc1	-2	-6	11	-0.7	-3	0.7	1	7	-22	x
O=c1nccc(N/N=C/c2cccc(O)c2)[nH]1	-2	-101	0	0.0	3	3.0	11	-6	6	3
O=C(CN1CCN(CC(=O)Nc2ccc(F)cc2)CC1)NCC1(N2CCOCC2)CCCCC1	-3	8	-5	-1.0	0	1.2	-6	0	0	5
COCCN(C(=O)CSc1nnc(C)n1-c1ccc(C)cc1)c1c(N)n(Cc2ccccc2)c(=O)[nH]c1=O	-5	-1	-6	-1.6	-6	0.2	-5	-3	2	-4
CC(=O)Nc1ccc2c(c1)nc(CCN1CCN(c3ccccn3)CC1)n2C	-4	1	-1	0.2	8	0.6	13	6	6	1
CCN(CC)C(=O)Oc1ccc2ccccc2c1Cl	-2	-4	2	0.4	-8	x	43	5	-2	17
Cn1c(=O)c(=O)n(C)c2cc(S(=O)(=O)N3CCN(c4ccc(F)cc4)CC3)ccc21	3	2	0	-0.1	-3	-0.6	-19	-4	3	-3
CCN(CC(=O)Nc1cccc(OC)c1)C(=O)c1ccco1	2	1	-7	-0.9	-3	1.8	6	-1	4	-2
CNS(=O)(=O)c1cccc(C(=O)OCC(=O)Nc2ccccc2OC(F)F)c1	23	-2	-2	-2.9	0	0.5	8	-5	-7	-5
COc1ccccc1-c1n[nH]c(=S)n1N	-4	2	3	-1.0	7	0.7	-7	-1	-6	1
CCN=C(NCC)SC1CC(=O)N(c2ccccc2)C1=O (stereo unspecified)	-3	-1	3	0.2	6	-0.4	x	-2	11	0
C=CCSc1nnc(NC(=O)CSc2nc3ccccc3o2)s1	9	0	-5	x	-3	-2.8	-10	0	-6	-2
C/C(=N\NC(=O)c1nnn(-c2nonc2N)c1-c1ccc2c(c1)OCO2)c1ccccc1	2	-1	2	1.3	3	1.4	7	-4	17	-1
CCC(CO)Oc1cc(NCc2cc(C)cc(C)c2)c2ncn(C(C)C)c2c1 (stereo unspecified)	-2	-3	16	-1.5	-10	0.5	-1	7	-8	-2
Cc1ccc(Nc2nc(N)nc(CN3CCN(Cc4ccc5c(c4)OCO5)CC3)n2)cc1C	-5	-2	3	-1.2	-2	0.6	18	2	-1	-2
Cc1cc(NC(=O)CSc2nc3ccc(Cl)cc3[nH]2)no1	-3	0	9	x	-7	0.0	x	13	-6	5
COc1ccc(N=C2SC(CC(=O)Nc3ccccc3OC)C(=O)N2Cc2ccco2)cc1 (stereo unspecified)	-1	-2	3	-1.5	-2	0.0	-4	7	4	x
COc1cc(/C=N/NC(N)=O)cc(Br)c1OCc1ccccc1C	-1	1	-2	x	-7	0.4	x	3	-4	-1
CC(C)(CO)NCC(O)COc1ccc2c(c1)CCC2 (stereo unspecified)	-5	0	-1	-0.3	2	-1.9	3	3	-7	x
C[C@@]12CCC3[C@@](CCC4[C@@]3(C)CCC[C@@]4(C)C(=O)Nc3ccc(Cl)cc3)(CC1=O)C2 (stereo partly specified)	0	2	1	-0.6	2	2.3	12	0	1	0
CCOC(=O)c1[nH]ncc1CN1CCCC(C(=O)c2cc(Cl)ccc2OC)C1 (stereo unspecified)	-3	2	-34	-1.2	-10	0.3	3	-3	-1	-2
O=C(OCC(=O)N1CCN(c2ccccc2)CC1)c1cc(Br)ccc1Cl	-3	2	14	-1.3	0	-0.1	7	-4	-12	1
SMILES	CAL PDZ FP-1	V-ATPase pH	Tat transport	CAL PDZ FP-2	dFosB act	CDK5 inh	MITF act	RTF Ca sens act	Rtt109 HAT inh	Wnt bcat act
COc1ccc(C(=O)C2CCCN(C(=O)c3cnsn3)C2)c(C)c1 (stereo unspecified)	x	5	-1	0.2	-7	1.0	-12	3	34	2
Cc1cc(C)cc(OCc2nnc(N)s2)c1	-5	5	-7	-1.1	-1	-0.5	0	10	11	2
Cc1ccc2[nH]c(=O)c(NC(N)=S)nc2c1	x	-2	3	-1.7	-2	0.6	5	-4	11	x
COc1cccc(/C=C/C(=O)NNC(=O)c2ccncc2)c1	-5	-4	-4	-2.0	-2	0.5	-1	7	-5	0
CCCS(=O)(=O)c1c(S(=O)(=O)CCC)c2cc(CC)ccn2c1C(=O)OC	-2	0	-2	-2.5	-4	-1.5	x	6	x	-1
COc1ccc(S(=O)(=O)N(C)C)cc1NC(=O)CCNC(=O)c1ccccc1OC	0	-1	8	-0.4	1	-1.1	-2	-2	2	0
